BoNT A protease: BoNT/A light chain protease inhibitors, primary screen, biochemical, flow cytometry, MLPCN library | multiplex microsphere protease substrate cleavage | inhibition, % at 10 µM | actives 0.17% (n = 360,000) | AID 588499, 2011; note: plate controls were buffer without enzyme for full effect and enzyme alone for no effect
SARS 3CLpro inh: SARS-CoV 3CLpro protease inhibitors, primary screen, biochemical, quenched FRET; AID 1706, 2009; Replicase polyprotein 1ab (Severe acute respiratory syndrome coronavirus), P0C6X7; recombinant SARS-CoV 3CLpro, quenched FRET peptide cleavage; actives 0.14% (n = 290,000); inhibition, % at 6 µM; in the data active = inhibition above about 12%
Yp Topo-I inh: Yersinia pestis topoisomerase I inhibitors, primary screen, biochemical, cleavage product accumulation, plate reader, single point. Y. pestis Topo-I cleavage product accumulation. activity, % at 10 µM. actives 0.064% (n = 360,000); in the data active = activity above about 50%, passing the limit was not always enough; note: inactives centre near 2
SSB-PriA inh: inhibitors of Klebsiella pneumoniae PriA binding to SSB C-terminal tail, primary screen, biochemical, AlphaScreen | PriA–SSB C-terminal tail interaction (Klebsiella pneumoniae) | AlphaScreen SSBct-PriA binding, biotinylated peptide | inhibition, % at 33 µM | actives 0.6% (n = 430,000) | AID 1272365, 2023; in the data active = inhibition mostly above about 37%, no sharp cut-off; inactive = mostly below about 20%;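 note: plate controls were negative control peptide for no effect and reference peptide for full effect; strong numbers were not always called active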
Anthrax LF inh2: Bacillus anthracis LF protease inhibitors, primary screen, biochemical, multiplex microsphere, MLPCN library; Lethal factor (Bacillus anthracis), P15917; multiplex microsphere protease cleavage assay; inhibition, % at 10 µM; actives 0.12% (n = 360,000); AID 588501, 2011; note: plate controls were buffer without enzyme for full effect and enzyme alone for no effect
PfHsp40 yeast: rescue of yeast from PfHsp40 toxicity, primary screen, S. cerevisiae, ATP luminescence; S. cerevisiae expressing PfHsp40, growth rescue; growth rescue, % at 12.5 µM; actives 0.68% (n = 340,000); in the data active = growth rescue above about 28%, passing the limit was not always enough;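 note: yeast W303a lacking pdr1 and pdr3 grown in galactose medium; growth measured after three days at 30 °C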
TcdB inh: TcdB glycohydrolase inhibitors, primary screen, biochemical, single point, plate reader | actives 0.24% (n = 350,000) | TcdB glycohydrolase enzymatic assay | inhibition, % at 9.99 µM; in the data active = inhibition above about 10%
Vc quorum ag: inducers of Vibrio cholerae quorum light production without autoinducers, primary screen, BH1578 luxS cqsA deficient, single point; V. cholerae BH1578 lux reporter, luminescence, 6 h; AID 588436, 2011; actives 0.16% (n = 350,000); activation, % at 18.7 µM; in the data active = activation mostly above about 9.7%, no sharp cut-off; note: not every result past the cut was called active; inactives centre near 0; reference of the scale not given here
PrPC surface inh: inhibitors of human cell surface prion protein PrPC, primary screen, cell-based, TR-FRET; Major prion protein (Homo sapiens), P04156; TR-FRET read-out; inhibition, % at 13.8 µM; actives 0.43% (n = 370,000); in the data active = inhibition above about 24%; note: 0% = median of the test wells and 100% = reference compound wells
Active calls of the source: *; i = inactive; . = no result given. Cut-off read from the data, not from the text of the source, unless noted: active = inhibition above about 30%; inconclusive = no clear call, values can overlap the other calls; inactive = below that. A portion of the library, so the mix of outcomes need not match the whole.

item | structure | TcdB inh | Yp Topo-I inh | PfHsp40 yeast | PrPC surface inh | Anthrax LF inh2 | BoNT A protease | SARS 3CLpro inh | SSB-PriA inh | Vc quorum ag
1 | Cc1cccc(Nc2nc(N)nc(CSc3nccn3C)n2)c1 | . | 11 | -0.6 | 4 | -2 | 0.0 | 6 | 1 | -0.4
2 | Cc1cc(C)c(C)c(C(=O)c2ccccc2C(=O)O)c1C | 1.3 | -13 | 0.9 | 8 | -1 | -0.3 | 3 | -11 | .
3 | Cc1ccc(S(=O)(=O)NCCNC(=O)c2ccc(C)nc2)cc1 | 0.3 | 7 | 1.7 | 2 | 1 | -3.5 | -5 | -9 | -0.2
4 | CNC(=S)N1N=C(c2ccc(C)cc2)CC1c1ccc(N(C)C)cc1 (stereo not given) | . | 7 | 0.5 | -1 | -7 | 0.0 | 4 | 8 | i
5 | O=C(c1ccco1)N(CCO)Cc1cc2cc3c(cc2[nH]c1=O)OCO3 | 0.4 | 0 | 1.1 | -2 | -2 | -1.2 | 3 | -11 | -0.2
6 | COc1ccc(C(=O)CCc2ccccc2O)c(OC)c1 | -0.7 | 11 | 3.3 | 12 | 2 | -2.3 | -3 | 1 | 0.4
7 | Cc1ccccc1S(=O)(=O)c1c(C)cc(C)n(C)c1=O | 1.7 | -3 | -0.7 | 1 | -3 | 0.2 | 4 | -3 | -0.5
8 | CS(=O)(=O)c1ccc(Cl)c(NC(=O)CCN2C(=O)C3CC=CCC3C2=O)c1 (stereo not given) | 1.5 | -1 | -0.5 | 9 | -2 | -0.3 | . | -13 | -0.4
9 | Cc1cc(C(=O)COC(=O)c2cccs2)c(C)n1-c1c(C)n(C)n(-c2ccccc2)c1=O | . | 6 | 0.3 | -7 | 9 | 1.2 | -1 | -2 | i
10 | Cc1c(/C=C/C(=O)c2ccc(C(C)C)cc2)cnn1C | 1.2 | -1 | 0.0 | 18 | -1 | 0.8 | 2 | 0 | -0.6
11 | CCOC(=O)CCc1c(C)c2ccc(OC3CCCCC3=O)cc2oc1=O (stereo not given) | 4.0 | 7 | -0.6 | 5 | -10 | -1.7 | -4 | -20 | -0.5
12 | COc1ccc(CCNC(=O)C2CCC(=O)N2CCc2ccccc2)cc1OC (stereo not given) | -0.2 | -5 | 1.2 | 0 | -4 | -0.5 | 1 | -13 | -0.2
13 | COc1ccc(NC(=O)CSc2nnc(N)n2CC(=O)Nc2ccc(OC)cc2)cc1 | 0.7 | -1 | -0.8 | 4 | 0 | 0.2 | -5 | -3 | i
14 | CCOc1cc(/C=N/N=C(N)N)ccc1OCc1ccc(Cl)cc1 | 2.8 | -6 | 0.2 | 0 | -9 | -2.0 | 0 | . | -0.1
15 | Cc1ccc(C)c(NC(=O)C2CC(O)CN2C(=O)OCc2ccccc2)c1 (stereo not given) | . | 3 | 0.8 | 0 | 0 | -0.2 | -4 | -6 | -0.6
16 | CC1(C(=O)NS(=O)(=O)c2cccc(F)c2)CCN1C(=O)Cc1cc(F)ccc1F (stereo not given) | 0.7 | 5 | . | -5 | -4 | -0.1 | . | . | i
17 | Cc1ccc(Nc2nc3ccccc3[nH]2)nc1 | . | 2 | -1.9 | 6 | -7 | -1.9 | 2 | 6 | -1.3
18 | CCCC(=O)N1CC(=O)Nc2ccc(Br)cc2C1c1ccc(F)cc1 (stereo not given) | 1.0 | 2 | 1.7 | -3 | 1 | -1.1 | -4 | -6 | i
19 | Cc1nc2sccn2c(=O)c1S(=O)(=O)Nc1ccc(N2CCN(S(C)(=O)=O)CC2)cc1 | -1.1 | -9 | -0.5 | 1 | -2 | 1.0 | 5 | 1 | -0.3
20 | CCCCNC(=O)C1(C)CCN1C(=O)c1csnn1 (stereo not given) | 1.8 | 3 | . | 5 | 2 | -0.1 | . | . | -0.5
21 | COc1ccc(-c2csc(C(C)(O)c3cccc(F)c3)n2)cn1 (stereo not given) | 1.3 | -2 | . | 5 | 6 | -0.3 | . | . | -0.1
22 | O=C(CSc1n[nH]c(-c2ccc(Br)cc2)n1)N1CCOCC1 | 0.9 | 3 | 1.2 | 10 | 0 | -0.4 | . | -12 | i
23 | Cc1ccc(C(=O)Nc2ccccc2C(=O)O)cc1S(=O)(=O)Nc1ccc(Br)cc1 | -1.3 | 4 | 9.7 | 7 | . | . | . | -5 | -0.8
24 | O=C(O)c1ccc(CNCc2cccc(Cl)c2Cl)cc1 | . | -11 | -1.0 | -2 | -2 | -0.3 | 5 | -9 | i
25 | NS(=O)(=O)c1ccc(N=Nc2c(O)ccc3ccccc23)cc1 | 0.8 | -22 | -0.6 | -14 | -6 | -0.5 | 0 | 10 | i
26 | O=C(CNC(=O)c1cccc(F)c1)OCCOc1cccc(Cl)c1 | 2.1 | 9 | -1.4 | -4 | -2 | 1.1 | . | -13 | -5.0
27 | CCc1ccc(N2CC(C(=O)OCC(=O)Nc3ccc([N+](=O)[O-])cc3)CC2=O)cc1 (stereo not given) | -1.2 | -3 | 0.1 | 1 | -5 | -0.2 | . | 3 | -5.0
28 | Cc1cc(Cl)c(S(=O)(=O)N(C)C)cc1OCC(N)=O | . | 1 | -1.3 | 3 | -1 | 0.5 | -4 | -8 | -0.8
29 | CCOc1ncccc1C(=O)Nc1ccccc1N1CCOCC1 | -0.1 | 11 | -1.9 | -7 | -15 | -0.7 | . | -26 | .
30 | CCN1C(=S)N[C@@H](c2ccccc2)C(C(=O)OC)=C1C | 1.0 | 2 | -0.2 | -2 | -3 | 0.0 | -3 | -1 | 1.6

Quoted from above: nos. 1 to 8
item | structure | TcdB inh | Yp Topo-I inh | PfHsp40 yeast | PrPC surface inh | Anthrax LF inh2 | BoNT A protease | SARS 3CLpro inh | SSB-PriA inh | Vc quorum ag
1 | Cc1cccc(Nc2nc(N)nc(CSc3nccn3C)n2)c1 | . | 11 | -0.6 | 4 | -2 | 0.0 | 6 | 1 | -0.4
2 | Cc1cc(C)c(C)c(C(=O)c2ccccc2C(=O)O)c1C | 1.3 | -13 | 0.9 | 8 | -1 | -0.3 | 3 | -11 | .
3 | Cc1ccc(S(=O)(=O)NCCNC(=O)c2ccc(C)nc2)cc1 | 0.3 | 7 | 1.7 | 2 | 1 | -3.5 | -5 | -9 | -0.2
4 | CNC(=S)N1N=C(c2ccc(C)cc2)CC1c1ccc(N(C)C)cc1 (stereo not given) | . | 7 | 0.5 | -1 | -7 | 0.0 | 4 | 8 | i
5 | O=C(c1ccco1)N(CCO)Cc1cc2cc3c(cc2[nH]c1=O)OCO3 | 0.4 | 0 | 1.1 | -2 | -2 | -1.2 | 3 | -11 | -0.2
6 | COc1ccc(C(=O)CCc2ccccc2O)c(OC)c1 | -0.7 | 11 | 3.3 | 12 | 2 | -2.3 | -3 | 1 | 0.4
7 | Cc1ccccc1S(=O)(=O)c1c(C)cc(C)n(C)c1=O | 1.7 | -3 | -0.7 | 1 | -3 | 0.2 | 4 | -3 | -0.5
8 | CS(=O)(=O)c1ccc(Cl)c(NC(=O)CCN2C(=O)C3CC=CCC3C2=O)c1 (stereo not given) | 1.5 | -1 | -0.5 | 9 | -2 | -0.3 | . | -13 | -0.4

(list continues)
item | structure | TcdB inh | Yp Topo-I inh | PfHsp40 yeast | PrPC surface inh | Anthrax LF inh2 | BoNT A protease | SARS 3CLpro inh | SSB-PriA inh | Vc quorum ag
31 | COc1ccc(N(C)S(=O)(=O)c2cccc(C(=O)Nc3ccc(-n4cnnn4)cc3)c2)cc1 | . | -7 | 1.8 | 1 | -1 | 0.1 | 3 | 17 | -0.3
32 | O=C(Oc1c(CN2CCOCC2)cc(Cl)c2cccnc12)c1ccc(F)cc1 | . | 2 | -0.7 | 1 | -4 | 1.6 | 3 | 88* | i
33 | COc1ccc2[nH]c3c(=O)n(CCc4ccccc4)cnc3c2c1 | 1.0 | 10 | -0.4 | 5 | 2 | -0.4 | 1 | -3 | -0.5
34 | CCOc1ccc(CNC23CN4CN(CN(C4)C2)C3)cc1 | 0.0 | -2 | 0.0 | 0 | -6 | -0.7 | 1 | -5 | -1.5
35 | O=[N+]([O-])c1cc(C(F)(F)F)ccc1-n1nnc2ccccc21 | . | 9 | 1.6 | -17 | -2 | 0.6 | 5 | 3 | i
36 | O=c1cc(NS(=O)(=O)c2ccccc2)nc(SCc2ccc(Cl)cc2)[nH]1 | . | 12 | -0.9 | 8 | -5 | -0.9 | -1 | -14 | -0.2
37 | CC(=O)Nc1ccc(C2Nc3ccccc3C(=O)N2C2CCCCC2)cc1 (stereo not given) | 0.7 | -2 | -0.5 | -2 | 10 | 0.5 | 0 | -4 | i
38 | CSc1ccc(/C=C/C(=O)N2CCCN(C)CC2)cc1 | 0.3 | 4 | -0.2 | -3 | -2 | 0.2 | 1 | 4 | i
39 | Cc1nc2ccc(Cl)cn2c1C(=O)NN | -2.2 | 3 | -2.1 | 1 | -3 | -0.2 | 6 | -8 | -0.4
40 | COc1ccc(-c2cn3nc(SCC(=O)NC4CCCCC4)ccc3n2)cc1 | 0.3 | 3 | -0.5 | 1 | 1 | -0.4 | 1 | 7 | 0.2
41 | Cc1ccc(CNC(=O)c2ccc[nH]2)cc1 | -5.1 | -4 | -0.5 | 14 | -1 | -0.3 | -2 | -7 | 0.6
42 | Fc1ccccc1Cc1ccc(Cl)nn1 | -0.4 | -2 | -0.2 | 8 | 4 | -0.5 | 6 | -13 | -1.0
43 | CCCN(CCC)CC(=O)Nc1cccc2c1OCO2 | . | 4 | -0.9 | 2 | -2 | -0.7 | -3 | -13 | .
44 | COc1ccc(N(C(=O)c2cccnc2)S(=O)(=O)c2ccccc2)cc1 | 2.4 | -9 | -1.4 | 9 | 0 | -0.3 | 2 | -14 | -0.3
45 | Cc1ccc2c(cnn2C(=O)CCC(=O)N2CCCCC2C)c1 (stereo not given) | 0.2 | 25 | 0.9 | -2 | -1 | -0.6 | -1 | -13 | i
46 | COc1n[nH]c(C(=O)Nc2cc(F)ccc2C)c1[N+](=O)[O-] | . | 5 | -0.6 | 2 | 1 | 0.7 | -3 | -18 | -1.5
47 | CCOC(=O)C1(CC2CCCCO2)CCN(C(=O)Nc2ccc(SC)cc2)CC1 (stereo not given) | 0.2 | 24 | 1.1 | 6 | 4 | -0.2 | -4 | -5 | 1.4
48 | O=C(NNC(=S)NC(=O)c1cccc([N+](=O)[O-])c1)c1ccc(O)cc1 | 9.7 | 2 | 2.0 | -14 | 4 | 1.4 | 3 | 3 | i
49 | CC(C)(C)C(=O)OC/C(N)=N/OC(=O)c1ccc(Cl)c(Cl)c1 | 0.4 | -10 | -0.1 | 1 | 0 | 0.1 | -2 | . | 0.9
50 | COc1ccc(NC(=O)NCCCCc2ccccc2)cc1OC | 0.8 | 20 | -0.3 | -1 | -7 | -1.1 | 7 | -1 | i
51 | Cc1ccc2c(c1)c1c3n2CCN(CC#N)C3CCC1 (stereo not given) | 0.5 | -5 | 0.0 | -5 | 12 | 1.3 | -4 | -6 | i
52 | CCOC(=O)CN(C(=O)CSc1nnc(C)n1-c1ccccc1)c1cccc([N+](=O)[O-])c1 | . | 1 | 0.7 | -9 | -3 | -0.4 | 4 | 8 | i
53 | CC(C)(C)c1ccc(OCCCC(=O)NC2=NCCS2)cc1 | . | 0 | 2.0 | -5 | 1 | 2.0 | 0 | -16 | i
54 | COc1ccc(NC(=O)CN2CCC(NC(=O)c3ccc(OC)cc3)CC2)cc1 | -0.3 | 11 | 1.1 | -8 | 17 | -1.1 | 0 | -9 | -0.2
55 | Cc1ccc(-c2nc3cc(C)c(Br)c(C)n3c2Cc2cccc(F)c2)cc1 | 1.1 | . | . | 8 | -7 | 0.3 | . | . | .

Screening results deposited in PubChem by several laboratories.
